CHRM1 agonist = human M1 muscarinic receptor agonists, primary screen, Fluo-8 calcium fluorescence, CHO-K1 cells, HTS; hit rate 0.33% among 360,000; CHO-K1 hM1, agonist mode; 0% DMSO, 100% acetylcholine EC100; activation, % at 3 µM; Muscarinic acetylcholine receptor M1 (Homo sapiens), P11229;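 active = activation above the run's mean compound activation plus 3 SD, cut at about 16% in these data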;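 also: peak over basal fluorescence ratio within a 140 s kinetic read after compound addition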
Target sequence (P11229 whole entry, looked up): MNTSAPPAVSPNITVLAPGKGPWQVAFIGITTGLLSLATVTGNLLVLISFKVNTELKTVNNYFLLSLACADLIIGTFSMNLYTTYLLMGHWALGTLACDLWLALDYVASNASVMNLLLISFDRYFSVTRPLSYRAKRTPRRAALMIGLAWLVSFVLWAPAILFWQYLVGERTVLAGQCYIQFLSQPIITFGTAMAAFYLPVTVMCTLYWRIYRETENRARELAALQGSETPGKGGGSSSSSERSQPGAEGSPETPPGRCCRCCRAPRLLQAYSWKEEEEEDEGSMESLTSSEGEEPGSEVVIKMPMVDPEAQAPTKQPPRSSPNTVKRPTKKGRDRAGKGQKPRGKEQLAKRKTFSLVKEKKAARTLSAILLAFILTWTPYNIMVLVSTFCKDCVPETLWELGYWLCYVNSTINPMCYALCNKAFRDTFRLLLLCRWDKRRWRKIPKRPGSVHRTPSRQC
CHO parental Ca = ATP-evoked calcium signal inhibitors, parental CHO, primary screen, counter-screen for OX1R antagonist project, cell-based, fluorescence, Fluo-8 calcium dye | parental CHO-K1, ATP-induced calcium, Fluo-8 fluorescence | inhibition, % at 5.6 µM | hit rate 0.63% among 330,000 | AID 463079, 2010;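 active = inhibition above that plate's mean sample inhibition plus 3 SD, cut at about 26% in these data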;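 also: 0% = ATP-challenged DMSO wells and 100% = DMSO wells without ATP; some compounds past the cut are filed as inactive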
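Material: Parental CHO cells | Reagent: ATP | Compound dosing: Single nominal dose of 5.6 µM per compound | Detection: Intracellular calcium via Fluo-8 no-wash fluorescent dye | Read-out: % inhibition of ATP-induced calcium mobilization | Benchmarks: Low control ATP plus DMSO, high control DMSO only | Replicates: Singlicate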
TAAR1 ag = human TAAR1 agonists, primary screen, Fluo-8 calcium fluorescence, CHO RD-HGA16 cells. Trace amine-associated receptor 1 (Homo sapiens), Q96RJ0. vehicle wells 0%, saturating PEA agonist 100%. activation, % at 3 µM. hit rate 0.99% among 360,000. AID 624467, 2012;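 active = activation above the mean activation of all test compounds in the run plus 3 SD, cut at about 38% in these data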
Target sequence (Q96RJ0 whole entry, looked up): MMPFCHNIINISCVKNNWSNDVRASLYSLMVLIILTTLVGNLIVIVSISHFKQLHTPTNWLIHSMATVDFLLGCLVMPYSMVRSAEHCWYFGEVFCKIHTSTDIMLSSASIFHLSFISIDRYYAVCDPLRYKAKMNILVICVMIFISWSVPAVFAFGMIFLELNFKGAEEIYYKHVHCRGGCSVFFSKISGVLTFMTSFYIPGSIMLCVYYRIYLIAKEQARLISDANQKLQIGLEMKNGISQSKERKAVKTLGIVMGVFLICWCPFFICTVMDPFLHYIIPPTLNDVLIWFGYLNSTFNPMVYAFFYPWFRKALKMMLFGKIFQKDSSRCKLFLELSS
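Assay system – CHO-derived RD-HGA16 cells with stable Gα16 and human TAAR1 · Compound dosing – one-point dosing at 3 µM (nominal) · Incubation – 17-24 h seeding, 75 min 37 °C dye, 30 min RT · Measured by – kinetic Fluo-8 calcium fluorescence · Control set – DMSO vehicle as 0%, PEA at EC100 as 100% · Repeats – single well for each compound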
TAAR1 antagonist = human TAAR1 antagonists, primary screen, Fluo-8 calcium fluorescence, CHO RD-HGA16 cells; hit rate 1.5% among 360,000; AID 624466, 2012; inhibition, % at 3 µM; Trace amine-associated receptor 1 (Homo sapiens), Q96RJ0; antagonist;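 active = inhibition above a per-plate cutoff, the mean inhibition of test compounds on that plate plus 3 SD, cut at about 49% in these data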;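 also: 0% = DMSO plus EC80 beta-PEA response and 100% = DMSO alone without agonist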
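Test system – hTAAR1-expressing CHO RD-HGA16 cells, Gα16-coupled · Reagent – β-PEA at EC80 concentration, post-compound challenge · Compound dosing – 3 µM, single point · Timing – 140 s kinetic read after compound, 140 s after agonist · Detection – Fluo-8 intracellular calcium dye fluorescence, real-time kinetic reads · Control set – DMSO and EC80 PEA controls · Repeats – n of 1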
M1 PAM = human M1 muscarinic receptor positive allosteric modulators, primary screen, CHO-K1 cells, Fluo-8 calcium fluorescence, 1536-well; Muscarinic acetylcholine receptor M1 (Homo sapiens), P11229; hit rate 0.088% among 360,000; CHO-K1 hM1, ACh EC20; 0% = ACh EC20, 100% = maximal ACh; activation, % at 3 µM; in the data active = activation above about 19%, passing the limit was not always enough
OXTR agonist = human OXTR agonists, primary screen, fluorescence, CHO-OTR cells, Fluo-8 calcium; hit rate 0.32% among 320,000; activation, % at 3 µM; AID 2435, 2010; Oxytocin receptor (Homo sapiens), P30559; Fluo-8 calcium fluorescence; normalized: DMSO 0%, oxytocin 100%;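 active = activation above the mean of all tested compounds plus 3 SD, cutoff set per screening run, cut at about 20% in these data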;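 also: peak over basal fluorescence ratio from a 100 s FLIPR kinetic read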
CHRM1 antagonist = human M1 muscarinic receptor antagonists, primary screen, CHO-K1 cells, Fluo-8 calcium fluorescence, 1536-well; Muscarinic acetylcholine receptor M1 (Homo sapiens), P11229; CHO-K1 hM1, ACh EC80 antagonist; inhibition, % at 3 µM; hit rate 1.3% among 360,000; AID 588852, 2011;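 active = percent inhibition above its own plate's cutoff, namely the mean of that plate's compound wells plus 3 SD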;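 also: peak over basal fluorescence ratio during 140 s after agonist addition; 0% = ACh EC80 plus DMSO and 100% = DMSO alone without agonist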
V1aR counter = agonists of human V1a receptor, primary screen, counter-screen for OXTR agonist project, fluorescence, CHO-V1R cells | Fluo-8 calcium fluorescence, agonist mode; 0% DMSO, 100% 3 nM vasopressin | activation, % at 3 µM | hit rate 0.25% among 320,000;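 active = activation above the mean activation of all tested compounds plus 3 SD, per screening run, cut at about 20% in these data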;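 also: signal is peak over basal fluorescence ratio across a 100 second FLIPR read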
OXTR potentiate = human OXTR potentiators, primary screen, fluorescence, CHO-OTR cells, Fluo-8 calcium; Fluo-8 calcium fluorescence, potentiator mode; 0% = oxytocin EC15, 100% = EC100; activation, % at 3 µM; hit rate 0.061% among 320,000; AID 2445, 2010; Oxytocin receptor (Homo sapiens), P30559;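 active = activation above that plate's cutoff, the mean activation of tested compounds plus 3 SD, cut at about 6.6% in these data, passing the limit was not always enough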;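 also: 100% uses oxytocin at 75 nM as the full agonist control; some results filed as inactive read as strong as hits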
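Replication – single well per compound, singlicate · Assay system – CHO cell line stably expressing human OTR · Timing – 6 min pre-incubation, 100 s read · Measure – normalized max/min fluorescence ratio, % activation · Doses – 3.0 µM, one dose · Detection – Fluo-8 calcium dye fluorescence · Probe or stimulus – oxytocin near EC15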
Starred values were filed as active, the others as inactive; . = no result given. Hits appear at their usual frequency. About 3.7% of those tested had a hit in this group.

entry	Structure	CHRM1 agonist	CHO parental Ca	TAAR1 ag	TAAR1 antagonist	M1 PAM	OXTR agonist	CHRM1 antagonist	V1aR counter	OXTR potentiate
1	CC1Cc2ccccc2N1C(=O)Cn1cc(C(F)(F)F)ccc1=O (stereo not drawn)	-4	.	0	-2	-1	.	-3	.	.
2	CCOC(=O)C(=O)Nc1cc(Cl)ccc1C	-6	-2	-1	0	3	0.9	0	0.2	-4
3	CC(C)CNC(=O)CC(=O)NN=C1CCCC1	-4	-10	1	-21	3	-0.1	-1	0.6	-6
4	COc1ccc(S(=O)(=O)N(CCCN2CCCC2=O)Cc2cc3c(C)ccc(C)c3[nH]c2=O)cc1	-2	-27	11	10	-9	-2.1	6	1.0	-4
5	Cc1ccc(C(=O)ONC(=O)c2ccc(Cl)cc2)cc1[N+](=O)[O-]	-3	-4	9	-9	2	2.3	-6	4.1	-15
6	CCOC(=O)C1(CCOC)CCN(Cc2ccccc2-c2ccco2)CC1	-12	-25	-1	5	0	0.1	2	0.3	-2
7	Cc1ccc(OCC(=O)N2CCCC(CCC(=O)N(C)CCc3ccccn3)C2)cc1 (stereo not drawn)	-10	-6	11	-6	10	-1.4	-8	-0.7	-8
8	C/C(=N\NC(=O)COc1ccc(C#N)cc1)c1ccccc1OC(F)F	-8	-5	0	5	0	-0.6	-3	2.1	-5
9	Cc1ccccc1-n1cnnc1SCC(=O)N1CCN(c2ccccc2)CC1	-5	-25	8	-2	4	-0.6	0	0.0	-14
10	CCOc1ccc(OCc2ccc(C(=O)N3CCCC(C)C3)cc2)cc1 (stereo not drawn)	3	-19	12	23	7	-0.8	-5	4.7	-14
11	CNC(=O)CSc1nnc(-c2ccc(S(=O)(=O)N3CCCC3)cc2)n1-c1cccc(C)c1C	-9	-8	11	-9	-2	0.0	1	-0.1	-1
12	CNC(=O)[C@@H]1CCC(=O)N1	3	-4	1	6	15	1.5	-1	2.2	-6
13	CCN(CC)S(=O)(=O)c1ccc(C(=O)NCCCN=C2NS(=O)(=O)c3ccccc32)cc1	-7	-5	1	12	6	0.2	0	0.2	-7
14	NC(=O)COc1ccccc1C1=NO[C@@](CC(=O)O)(C(=O)Nc2ccc3c(c2)OCCO3)C1	0	-5	10	-3	17	0.4	-4	0.1	-18
15	COc1ccc(CNC(=O)CSc2nc(-c3ccccc3)cc(-c3cccs3)c2C#N)cc1	-2	2	7	17	2	-0.9	3	0.3	-1
16	CCN(CC)CCCNC(=O)CSc1nc2c(c(C(F)(F)F)n1)CCc1ccccc1-2	-5	-16	3	6	1	-1.2	4	-1.2	-5
17	Cc1cc(C)n(CCC(=O)N/N=C/c2ccc(Cl)c([N+](=O)[O-])c2)n1	-4	0	1	-25	-3	-0.9	8	0.6	-3
18	COc1ccccc1NS(=O)(=O)c1cc(NC(=O)c2ccc(Cl)nc2)ccc1Cl	-1	-4	18	56*	-20	15	28*	10	-14
19	C=CCNC(=O)c1c(Cl)cccc1Cl	-3	9	7	-20	7	-0.5	-11	-0.3	-10
20	Cc1ccc(C)c(NS(=O)(=O)c2ccc(-c3ccc(=O)[nH]n3)o2)c1	0	4	1	2	5	1.2	-11	1.3	-3
21	O=C(CCC(=O)c1ccc(Cl)cc1)OCn1nnc2ccccc2c1=O	-7	-1	1	-26	3	-0.7	-2	2.8	-6
22	COc1cc(S(=O)(=O)N2CCN(C)CC2)c(OC)cc1Cl	-2	-5	0	1	12	-0.3	-2	-0.8	-11
23	CCN(CC)c1ccc(C(=O)OCC(=O)N2CCN(c3ccccc3)CC2)cc1	-4	-17	8	19	4	-0.8	-6	-0.4	-13
24	O=c1[nH]c(CSc2nc(-c3ccccc3)cs2)nc2ccccc12	-2	-22	9	9	8	-3.1	-15	-0.9	-2
25	O=C(OCC(=O)N(Cc1ccccc1)Cc1ccccc1)c1ccccc1NCCO	0	-3	8	70*	-8	-1.6	21*	-0.9	-17
26	CCOC(=O)c1[nH]c2ccccc2c1N=CN(C)C	-6	-1	0	-26	8	0.9	-11	1.4	0
27	COCC(=O)N(C)C[C@H]1Oc2cc(Br)ccc2S(=O)(=O)N([C@H](C)CO)C[C@H]1C	-3	.	1	-2	-2	.	-7	.	.
28	Cc1ccc(S(=O)(=O)NCC(=O)OCC(=O)Nc2cccc(S(=O)(=O)N3CCOCC3)c2)cc1	-3	-17	10	-12	2	-0.3	-6	0.5	-4
29	CCCC(=O)Nc1nn(CCC)c2nc3ccccc3cc12	-5	-27	3	-14	2	-0.9	-6	-1.2	-1
30	N#C/C(=C\c1cn(Cc2ccccc2)c2ccccc12)C(=O)NCc1ccco1	-9	-12	4	31	-4	-2.2	-1	1.2	-7
31	CC1(C(=O)O)CCCN(C(=O)c2ccc3c(c2)C(C)(C)CCC3(C)C)C1 (stereo not drawn)	-2	.	2	-7	5	.	-20	.	.
32	O=C(NCc1ccco1)c1ccc2nc3sc4c(c3c(=O)n2c1)CCCC4	.	-22	.	.	.	-0.6	.	0.0	0
33	CSc1ccc(Cl)c(C(=O)N2CCN(c3ncccn3)CC2)c1	0	-17	3	3	8	2.4	-8	3.1	0
34	COCCSc1ccccc1C(=O)Nc1nncs1	-4	-5	8	1	6	0.1	-3	0.6	-3
35	CC(=O)Nc1cncc(-c2cccc(S(C)(=O)=O)c2)n1	-2	.	0	-2	3	.	-10	.	.
36	O=C(O)CC1S/C(=N\N=C/c2ccccc2O)N(c2ccc(O)cc2)C1=O (stereo not drawn)	0	-11	13	5	1	0.3	2	0.6	-6
37	CCOc1ccccc1NC(=S)N1CCCc2ccccc21	-3	9	0	-10	1	3.0	2	1.7	-16
38	Cc1cc(C)cc(OC(=O)CCN2C(=O)c3ccccc3C2=O)c1	-7	-17	4	-14	-1	-2.4	-8	-1.6	-6
39	Cc1ccc(/C=N/n2c(C)cc(C)c(C#N)c2=O)cc1	0	1	4	2	4	-1.6	-7	-0.6	-9
40	CCCOc1ccc(CSc2ncn[nH]2)cc1	-3	0	0	-16	2	0.4	-26	1.3	1
41	CN(C)c1ccc(/C=N/NC(=O)c2nnn(-c3nonc3N)c2CN2CCCCCC2)cc1	-5	-12	-1	-8	-7	0.5	14	1.2	-5
42	CCS(=O)(=O)N1CCCC(C(=O)NC2CCCCC2)C1 (stereo not drawn)	8	-4	7	-9	6	0.3	-7	1.4	-3
43	COc1ccc(NC(=O)CC2C(=O)N(Cc3ccccc3)C(=S)N2CCN2CCOCC2)cc1 (stereo not drawn)	-5	-9	6	-21	3	-0.9	-10	1.4	-3
44	CCc1ccc(OCC(=O)NCCc2ccc3c(c2)OCCO3)cc1	-5	-27	2	12	-1	-2.2	1	-0.4	6
45	Cc1ccc(-c2cc(C(=O)Nc3cc(C)ccc3O)no2)cc1	-2	-2	1	4	5	0.1	-13	0.1	-15
46	CC(OC(=O)C1CCN(S(=O)(=O)c2ccccc2C(F)(F)F)CC1)C(=O)N(C)Cc1ccccc1 (stereo not drawn)	-3	-15	4	9	-12	1.1	29	5.8	-8
47	Cc1ccc(S(=O)(=O)N(C)C)cc1NC(=O)COC(=O)c1sc2cc(Cl)ccc2c1Cl	-4	-19	3	-19	-8	0.2	-12	-0.1	1
48	CCCOc1ccc(C(=O)N2CCCC2C(=O)O)cc1 (stereo not drawn)	3	-3	5	-11	28*	0.5	-24	0.9	3
49	O=C(Oc1ccc2c(c1)OCC2=O)c1ccccc1	-1	-1	7	-6	13	0.1	-13	1.3	-2
50	CCNC(=S)N/N=C1\CCCCc2ccccc21	-9	-8	1	-9	-12	-1.9	27	-0.8	-1

More compounds follow.
entry	Structure	CHRM1 agonist	CHO parental Ca	TAAR1 ag	TAAR1 antagonist	M1 PAM	OXTR agonist	CHRM1 antagonist	V1aR counter	OXTR potentiate
51	Cc1nc(N2CCC3(CC2)OCCO3)c2nnn(Cc3ccccc3F)c2n1	-6	-24	5	-9	-2	-0.9	-5	1.7	-8
52	Cc1onc(-c2ccccc2)c1C(=O)N1CCN(Cc2ccccc2)CC1	-6	-3	2	-11	9	-1.1	-9	0.8	-9
53	COC(=O)CCCC1=CC2=CC(=O)C(C)(OC(=O)c3cccs3)C(=O)C2=CN1Cc1ccc2c(c1)OCO2 (stereo not drawn)	-7	-5	1	3	-2	6.1	0	-0.8	-11
54	Cc1ccc(C(=O)CSc2nnc(CNc3ccc(C)cc3C)n2Cc2ccco2)cc1	-4	-17	-1	14	9	-1.5	-5	0.0	-16
55	CC(=O)Cc1cc(O)c2ccccc2c1OC(=O)c1ccc(Br)cc1	-3	5	4	48	0	0.2	7	-0.3	-4
56	COc1ccc(CNC(=S)NNC(=O)c2cc3ccccc3o2)cc1	-3	-4	0	-5	2	3.3	-1	0.1	-8
57	Cc1ccc(OCCCN(C)C)c(Br)c1	-3	-3	6	-26	14	1.0	-22	1.5	-9
58	COc1ccc(Cl)cc1NC(=O)NCCCl	-2	-4	8	6	4	1.3	1	0.9	4
59	O=c1cc(/C=C/c2c(F)cccc2Cl)[nH]c2ccccc12	-7	-8	1	-12	5	-0.7	1	3.3	-1
60	COCCn1c(SCC(=O)NC2CCCC2)nnc1-c1ccncc1	1	-10	6	1	11	0.2	-15	0.2	5
61	COc1ccc(CNC(=O)c2cnn3c(C(F)F)cc(C)nc23)cc1OC	4	-6	1	28	5	4.1	-7	6.4	-9
62	CC(=O)N1c2ccc(S(=O)(=O)NCCC(=O)NC3CCCCCC3)cc2CC1C (stereo not drawn)	0	-30	2	-21	2	2.3	-6	4.4	0

High-throughput results: PubChem BioAssay, The Scripps Research Institute Molecular Screening Center
